IP6K1 inh – blocks human inositol hexakisphosphate kinase 1. Q92551. IP6K1 kinase, ADP-Glo luminescence, 2 h; hits give low values. activity change, % (series mostly up to about 58 µM). 0.81% of 140,000 active; in the data active means activity change below about -25%
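ADP-Glo luminescence measures ADP made by human IP6K1 during a 2 h RT reaction with ATP/IP6 (mix at 1.3 mM/130 uM); top library doses 57.5 and 19.1 uM final.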
Luciferase inh – inhibitors of firefly (Photinus pyralis) luciferase; purified P. pyralis luciferase, luminescence, biochemical; Potency, µM (series often up to 115 µM), inactives show at the top dose activity change, negative = inhibition, most hits filed as inhibitors; 2.5% of 76,000 active; AID 1347043; further: potency means the concentration at half of the fitted maximal effect; nearly all actives have a fitted effect of over 65% in size
Target sequence (P08659 whole entry, looked up): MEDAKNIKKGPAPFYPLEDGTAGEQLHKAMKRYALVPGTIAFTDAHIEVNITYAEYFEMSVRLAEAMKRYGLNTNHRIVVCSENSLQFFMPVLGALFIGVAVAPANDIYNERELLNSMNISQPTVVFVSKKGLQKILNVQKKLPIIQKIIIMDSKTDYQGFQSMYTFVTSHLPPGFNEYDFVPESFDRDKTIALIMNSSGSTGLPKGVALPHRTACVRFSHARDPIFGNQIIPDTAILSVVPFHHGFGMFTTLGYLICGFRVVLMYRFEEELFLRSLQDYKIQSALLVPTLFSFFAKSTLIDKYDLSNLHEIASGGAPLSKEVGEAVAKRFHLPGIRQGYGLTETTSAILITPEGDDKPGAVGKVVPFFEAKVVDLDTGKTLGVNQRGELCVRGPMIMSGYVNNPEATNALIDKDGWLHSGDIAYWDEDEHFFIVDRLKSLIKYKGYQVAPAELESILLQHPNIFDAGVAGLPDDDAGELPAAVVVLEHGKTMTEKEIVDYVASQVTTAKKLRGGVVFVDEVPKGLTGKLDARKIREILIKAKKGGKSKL
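Luminescence read by CCD imager after adding enzyme (10nM final) to wells holding compound, titrated in qHTS. Substrates 10uM each D-luciferin and ATP; buffer 50mM Tris acetate pH 7.5, 10mM Mg acetate, Tween-20, BSA.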
HEK293 viab – reduces viability of HEK-293 SNCA reporter cells | HEK-293-SNCA-luc viability, GF-AFC fluorescence, 24 h | Potency, µM (highest dose often 57.1 µM), for the others: at the top dose activity change, negative = cytotoxicity, hits mostly cytotoxic | 0.12% of 150,000 active | AID 1671193;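 further: potency means the concentration at half of the fitted maximal effect; 0% = DMSO-treated cells and -100% = medium-only wells without cells; nearly all actives have a fitted effect of over 30% in size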
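HEK-293-SNCA-luc cells (1500/well) plated 24 h, then exposed 24 h to a dilution series; GF-AFC added 30 min at 37C, fluorescence 405/540 nm; normalised to medium-only and DMSO wells, Hill fit.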
SNCA expr inh – inhibitors of alpha-synuclein (SNCA) gene expression; 0.17% of 140,000 active; HEK-293 SNCA-luciferase knock-in, luminescence, 24 h; AID 1671194; Potency, µM (series often up to 57.2 µM), without a hit: top-dose activity change, negative = inhibition, usual class: inhibitors;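 further: potency means the concentration at half of the fitted maximal effect; plate controls were DMSO cells for no effect and cell-free wells for full effect; nearly all actives have a fitted effect of over 45% in size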
NIH3T3 tox – cytotoxic compounds in NIH 3T3 cells. NIH 3T3 viability, CellTiter-Glo ATP luminescence, 48-72 h. Potency, µM (doses to about 96.7 µM), for inactives: at the top dose activity change, negative = cytotoxicity, hits mostly inhibitors. 4.3% of 94,000 active; further: potency means the concentration at half of the fitted maximal effect; nearly all actives have a fitted effect of over 55% in size
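Cytotoxicity is measured as loss of cellular ATP: NIH 3T3 cells (400/well) are exposed to compound for 48 or 72 hr at 37 °C, then CellTiter-Glo luminescence is imaged after 10 min at room temperature.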
GPT2 inhibitor – blocks human glutamate pyruvate transaminase 2 | 0.25% of 100,000 active | Q8TD30 | AID 1671188 | Potency, µM (doses to about 57.7 µM), for inactives: at the highest dose activity change, negative = inhibition, most hits filed as inhibitors | Recombinant GPT2, coupled pyruvate oxidase/HRP Amplex Red fluorescence; further: potency means the concentration at half of the fitted maximal effect; nearly all actives have a fitted effect of over 60% in size; many of its hits are not listed in these tables
Target sequence (Q8TD30 whole entry, looked up): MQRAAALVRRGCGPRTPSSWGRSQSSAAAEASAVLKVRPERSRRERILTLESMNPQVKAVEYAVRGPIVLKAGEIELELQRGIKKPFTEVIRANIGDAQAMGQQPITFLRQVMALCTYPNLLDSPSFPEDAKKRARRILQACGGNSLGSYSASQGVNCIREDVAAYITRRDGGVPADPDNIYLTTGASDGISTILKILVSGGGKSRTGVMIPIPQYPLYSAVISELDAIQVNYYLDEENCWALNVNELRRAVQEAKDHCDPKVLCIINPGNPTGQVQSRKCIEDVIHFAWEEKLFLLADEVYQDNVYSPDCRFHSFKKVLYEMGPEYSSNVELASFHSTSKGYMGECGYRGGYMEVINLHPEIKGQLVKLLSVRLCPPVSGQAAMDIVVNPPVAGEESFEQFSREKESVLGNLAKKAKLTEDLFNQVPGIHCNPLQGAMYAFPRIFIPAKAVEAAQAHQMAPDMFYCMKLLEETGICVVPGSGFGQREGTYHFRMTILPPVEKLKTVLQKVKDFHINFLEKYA
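Fluorescence of coupled pyruvate oxidase/HRP/Amplex Red system (50uM Amplex, 30 min, dark) reports pyruvate formed by GPT2. Enzyme reaction: 10ng/uL GPT2, 2mM L-alanine, 250uM a-KG, 30 min room temperature, pH 7.5; 50uM AOA control.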
HEK cytotox – cytotoxic compounds in HEK 293 cells | 6.6% of 94,000 active | Potency, µM (top dose mostly 115 µM), without a hit: top-dose activity change, negative = cytotoxicity, most hits filed as inhibitors | AID 1345083 | HEK 293 viability, ATP luminescence (CellTiter-Glo), 48-72 h; further: potency means the concentration at half of the fitted maximal effect; nearly all actives have a fitted effect of over 60% in size
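CellTiter-Glo luminescence (cellular ATP) was read after 48 or 72 hr of compound exposure at 37 degree Celsius. Cells were HEK 293 plated at 250 cells/well.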
* = called active by the depositor; i = inactive; ? = inconclusive; . = no result given; & = joins results of further samples; [ ] = dose if it differs, or a comment. Unless noted, the call rests on the fitted dose curve; in most records, active means well fitted curve in the direction sought with a large enough effect; inconclusive means small, poorly fitted or top-dose-only effect, or another doubt; inactive means no such curve, though single readings can be large; an effect the other way counts as inactive or inconclusive. Unless noted, on the % scale 0 is the no-effect control and ±100 the full control effect.

SMILES | IP6K1 inh | Luciferase inh | HEK293 viab | SNCA expr inh | NIH3T3 tox | GPT2 inhibitor | HEK cytotox
CCn1cnnc1-c1nn(C)c2c1CN(C(=O)Cc1cccc(F)c1)CC2 | 7 | 0% | -4% | 5% | i | i | i
CN(Cc1cccc2cnccc12)C(=O)COc1ccc(Cl)cc1Cl | -5 | -16% | -28% | 10% | ? | -28% | 45µM*
O=C(Cc1ccsc1)NCCc1noc(-c2ccccc2)n1 | 13 | -6% | 5% | -13% | -15% | i | -5%
CCC(C)(Oc1ccc(C2(c3ccc(OC(C)(CC)C(=O)O)cc3)CCCCC2)cc1)C(=O)O (stereo not drawn) | 39&7 | . | -6%&-7% | 2% | . | 5%&3% | .
CC(=O)c1cccc(NC(=O)CCn2nc(C)c(S(=O)(=O)N(C)C)c2C)c1 | -17 | . | -8% | -16% | . | . | .
CCOc1ccc(CCNC(=O)c2ccc3nc(CC)c(CC)nc3c2)cc1 | -1 | . | ? | 28% | . | . | .
Cc1cccc(OCC(=O)Nc2ccc(S(=O)(=O)Nc3onc(C)c3C)cc2)c1C | -13 | . | -2% | -9% | . | . | .
CCc1nc2c(c(-c3ccc(O)cc3)n1)CCN(Cc1ccc(OC(F)(F)F)cc1)CC2 | -6 | 0% | -1% | 7% | ? | -4% | ?
CC1=C[C@@H](CNC(=O)CCCC(=O)O)[C@H](C(C)C)C[C@H]1Cc1nc2ccc(F)cc2[nH]1 | 5 | 0%[172 µM] | 0%[87.6 µM] | 17%[87.6 µM] | -18%[174 µM] | 3%[88.5 µM] | -23%[172 µM]
COc1ccc(C(CNC(=O)c2oc3cc(Br)ccc3c2C)N2CCCCC2)cc1 (stereo not drawn) | 11 | . | 1% | 14% | . | . | .
CCc1nc2c(c(-c3ccc(Cl)cc3)n1)CN(Cc1ccsc1)CC2 | -4 | 4% | -3% | -12% | ? | i | ?
COC(=O)c1sccc1S(=O)(=O)N1CCN(c2cccc(C)c2C)CC1 | 20 | . | -16% | -14% | . | . | .
O=C(NC1CC1)C1CCCN(c2nccc(Nc3ccccc3F)n2)C1 (stereo not drawn) | 0 | . | -11%[12.5 µM] | -19%[87.6 µM] | 89µM* | i | ?
O=C([C@@H]1C[C@H](F)CN1C(=O)c1ccccc1)N1CCCCC1 | 4 | 1% | 1% | -14% | i | i | 4%
COCCCNC(=O)c1csc(N2CCN(c3ccccc3)CC2)n1 | -3 | 4% | 1% | -27% | -7% | i | ?
c1cc(Cn2ccc3c(N4CCOCC4)nc(-c4cn[nH]c4)cc32)ccn1 | 3 | -10%[172 µM] | 6%[87.6 µM] | 2%[87.6 µM] | ? | i | -18%[172 µM]
COc1ccccc1CNC(=O)CSc1ncc2c(n1)-c1cc(Cl)ccc1N(Cc1ccccc1)S2(=O)=O | 1 | . | -1% | ? | . | . | .
CN(CC1(C)CCOCC1)C(=O)c1ccco1 | 12 | -13% | -17% | -3% | -15% | -1% | -12%
c1ccc(Oc2ccc(Nc3cnc4ccc(N5CCOCC5)nn34)cc2)cc1 | -14 | -20%[172 µM] | 7%[87.6 µM] | ? | 45µM* | -14%[88.5 µM] | ?
COCc1cn(C[C@H]2C[C@@H](NC(=O)c3cc(C)n(C)n3)[C@H](O)[C@@H]2O)nn1 | 1 | 3% | 3% | -8% | i | -9% | i
CNC(=O)c1cc(-c2cccc(NC(C)=O)c2)cc2c1OCCN2Cc1cccnc1 | 5 | 5%[172 µM] | -8%[87.6 µM] | 79%[activator][87.6 µM] | 45µM* | -3%[88.5 µM] | -10%[172 µM]
CCCc1nc(C(=O)N2CC[C@H](CO)[C@H](O)C2)cs1 | 9 | 7% | 1% | -19% | -15% | 2% | -17%
COc1ccc(CCNS(=O)(=O)c2cc(-c3onc(C)c3C)ccc2OC)cc1OC | 3 | . | 1% | 35% | . | . | .
COc1ccc(-c2cc(CNc3ncncn3)no2)cc1 | -7 | ? | 5% | 78%[activator] | -16% | -3%[11.5 µM] | ?
O=C(O)CCC(=O)N1Cc2ccccc2CC2(CCCCN2CCc2ccccc2)C1 (stereo not drawn) | -12 | . | 5% | -22% | i | i | i

8 entries from above, with tabs:
structure	IP6K1 inh	Luciferase inh	HEK293 viab	SNCA expr inh	NIH3T3 tox	GPT2 inhibitor	HEK cytotox
CN(Cc1cccc2cnccc12)C(=O)COc1ccc(Cl)cc1Cl	-5	-16%	-28%	10%	?	-28%	45µM*
O=C(Cc1ccsc1)NCCc1noc(-c2ccccc2)n1	13	-6%	5%	-13%	-15%	i	-5%
CCC(C)(Oc1ccc(C2(c3ccc(OC(C)(CC)C(=O)O)cc3)CCCCC2)cc1)C(=O)O (stereo not drawn)	39&7	.	-6%&-7%	2%	.	5%&3%	.
CC(=O)c1cccc(NC(=O)CCn2nc(C)c(S(=O)(=O)N(C)C)c2C)c1	-17	.	-8%	-16%	.	.	.
CCOc1ccc(CCNC(=O)c2ccc3nc(CC)c(CC)nc3c2)cc1	-1	.	?	28%	.	.	.
Cc1cccc(OCC(=O)Nc2ccc(S(=O)(=O)Nc3onc(C)c3C)cc2)c1C	-13	.	-2%	-9%	.	.	.
CCc1nc2c(c(-c3ccc(O)cc3)n1)CCN(Cc1ccc(OC(F)(F)F)cc1)CC2	-6	0%	-1%	7%	?	-4%	?
CC1=C[C@@H](CNC(=O)CCCC(=O)O)[C@H](C(C)C)C[C@H]1Cc1nc2ccc(F)cc2[nH]1	5	0%[172 µM]	0%[87.6 µM]	17%[87.6 µM]	-18%[174 µM]	3%[88.5 µM]	-23%[172 µM]

Additional results.
SMILES | IP6K1 inh | Luciferase inh | HEK293 viab | SNCA expr inh | NIH3T3 tox | GPT2 inhibitor | HEK cytotox
COC(=O)[C@]1(C)CCC[C@@]2(C)[C@@H]3CC[C@@H]4C[C@@]3(CC[C@@H]21)C[C@H]4C(=O)O | 9 | . | -3% | . | . | 2%[27.3 µM] | .
C=CCNC(=O)C(NC(=O)c1ccc(OC)cc1)C1CCN(C(=O)CCc2ccccc2)CC1 (stereo not drawn) | -5 | -8% | 5% | 13% | -5% | -2% | -4%
CCc1cc(CN2CCCC(C(=O)Nc3ccc(-n4ccnc4C)cc3)C2)on1 (stereo not drawn) | 15 | 0% | 7% | 60%[activator] | ? | 1% | ?
CCn1cc(-c2ccncc2)cc1C(=O)NCc1ccc(Cl)cc1 | -10 | -6% | 5% | 19% | ? | i | ?
Cc1cccc(-c2nocc2CCC(=O)N2CCN(c3ccccn3)CC2)c1 | -1 | 1% | -13% | ? | -13% | 3% | ?
CCN(CCCNC(=O)CN1N=C(c2ccccc2)CCC1=O)c1ccccc1 | -1 | . | -12% | -1% | . | . | .
O=C(Cn1ncc2c3ccccc3n(Cc3cccc(Cl)c3)c2c1=O)NCCCN1CCCCC1 | 7 | . | 0% | 2% | . | . | .
CCNC(=O)N[C@H]1[C@H](O)[C@@H](N(CC)CC)[C@@H]2OC[C@H]1O2 | 3 | -4%[230 µM] | -11%[87.6 µM] | 9%[87.6 µM] | i | 1%[88.5 µM] | i
O=C(NCC1CC1)c1cc(-c2ccsc2)c2nncn2n1 | 11 | . | 10%[87.6 µM] | 6%[87.6 µM] | i | i | i
N#Cc1ccc(CN2CCC3(COC(=O)N3Cc3ccccc3)C2)cc1 (stereo not drawn) | 4 | 3%[172 µM] | -1%[87.6 µM] | -25%[87.6 µM] | ? | -6%[88.5 µM] | ?
Cc1nc(N2CCC(NC(=O)c3cccnc3)CC2)cc(C(F)(F)F)n1 | -3 | 7% | -1% | -7% | -1% | i | -1%
Cn1ncc2c(NCCc3cn4ccccc4n3)nc(C3CCCC3)nc21 | 17 | -1% | 4% | -5% | -35% | -21%[11.5 µM] | ?
CCC(=O)N1CCc2cc(Br)cc(S(=O)(=O)N3CCC(C(=O)Nc4cccc(C)c4)CC3)c21 | -12 | . | 15% | 12% | . | . | .
N[C@@H](Cc1cc(I)c(Oc2ccc(O)c(I)c2)c(I)c1)C(=O)O | -34* | . | -27% | . | . | 5% | .
Cn1c(=O)cc(C(=O)NC2CCCc3c2[nH]c2ccc(Cl)cc32)c2ccccc21 (stereo not drawn) | -8 | 4% | 2% | -11% | ? | i | 32µM*
Cc1cccc(OCC(=O)c2ccc3c(c2)N(C(C)C(=O)N2CCOCC2)C(=O)CO3)c1C (stereo not drawn) | -6 | ? | -3% | -20% | ? | i | ?
CC(C)c1ccc(NS(=O)(=O)c2ccc3[nH]cc(C(=O)N4CCCC4)c(=O)c3c2)cc1 | -8 | . | -7% | 3% | . | . | .
O=C(N1CCC(Cc2nc(-c3ccc(F)cc3)no2)CC1)C1(c2ccccc2)CC1 | -6 | -1% | 4% | -19% | ? | i | ?
CN(CC[C@@H]1CC[C@H](O)[C@@H](C(=O)N(C)Cc2ccccc2)O1)Cc1ccccc1 | -9 | 10%[172 µM] | 1%[87.6 µM] | 11%[87.6 µM] | -16%[174 µM] | 2%[88.5 µM] | ?
CN(Cc1ccccc1)[C@@H]1C[C@@H]2COCC[C@]2(c2ccccc2)C1 | 23 | . | . | . | -28% | . | ?
C/C=C(\C)C(=O)OC1C=C(C)CC(OC(=O)c2ccc(O)cc2)C2C1(C)CCC2(O)C(C)C (stereo not drawn) | -14 | . | -21%[23.9 µM] | . | . | i | .
CC(Oc1ccccc1F)C(=O)Nc1ccc(-c2nc3ccccc3s2)cc1 (stereo not drawn) | 3 | . | 7% | 60%[activator] | . | . | .
Cc1cc(S(=O)(=O)N2CCCC(Cn3cnc4cccnc43)C2)ccc1F (stereo not drawn) | 2 | 8% | 5% | 0% | -29% | 4% | ?
COCCCn1c(C)cnc1CC1CCN(C(=O)NC2CCCCC2)CC1 | -1 | 0% | -3% | 22% | -9% | -15% | -2%
CN(C)S(=O)(=O)N1CCc2nc3cc(-c4ccccc4)[nH]n3c(=O)c2C1 | 17 | 0.45µM* | 4% | 2% | -18% | i | -2%
Cn1nccc1C(=O)NCCC1CCN(C(=O)Nc2ccccc2)CC1 | -2 | -2% | -3% | 4% | 0% | i | 12%
COc1ccc(-c2c(C(=O)NCc3ccccc3F)nc3sccn23)cc1 | -4 | . | -1%[87.6 µM] | -2%[87.6 µM] | -28%[138 µM] | i | ?
CCCC(=O)N1Cc2ccccc2CC2(CCN(Cc3ccc(C(F)(F)F)nc3)CC2)C1 | 6 | . | -11% | 2% | -26% | -6% | ?
O=C(Cc1ccccc1)NC1CC(=O)N(c2ccc3c(c2)OCCO3)C1 (stereo not drawn) | -6 | . | 11% | 11% | . | . | .

Some of the compounds tested, so the mix of outcomes need not match the whole.
